Source: PubChem (several laboratories)
Rpn11 inh = blocks the human proteasome subunit Rpn11. O00487. human 26S proteasome, Ub4-pepOG fluorescence polarization; 20S core pre-blocked with epoxomicin. calls only at 20 µM. 360,000 compounds, 0.59% hits. AID 588493;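 active = inhibition at 20 µM, scaled to each plate's controls, above about 33%, limit read from the data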
SUMO1 PPI mod = modulators of human SUMO1-mediated protein-protein interactions | P63165 | SUMO1 binding to a labelled peptide, TR-FRET, 1 h | inhibition, % at 20 µM | 360,000 compounds, 0.33% hits; in the data active = inhibition above about 37%
Target sequence (P63165 whole entry, looked up): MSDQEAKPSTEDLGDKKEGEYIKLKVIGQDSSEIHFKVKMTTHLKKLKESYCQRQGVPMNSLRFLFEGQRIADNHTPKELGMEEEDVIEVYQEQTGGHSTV
Scp1 inh = blocks human Scp-1 phosphatase activity. Recombinant Scp1, phosphopeptide, malachite green phosphate absorbance. inhibition, % at 20 µM. AID 493091. 340,000 compounds, 0.88% hits. Q9GZU7;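 active = inhibition above about 50% at 20 µM, limit read from the data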;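 note: plate controls were DMSO wells with enzyme for no effect and wells lacking enzyme for full effect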
Target sequence (Q9GZU7 76-261 limits assumed): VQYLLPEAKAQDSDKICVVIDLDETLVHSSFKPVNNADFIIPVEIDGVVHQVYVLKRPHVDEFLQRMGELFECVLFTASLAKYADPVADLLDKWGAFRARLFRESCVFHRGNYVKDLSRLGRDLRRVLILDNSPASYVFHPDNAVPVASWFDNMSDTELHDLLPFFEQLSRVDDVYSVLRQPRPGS
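Assay system: SCP-1 catalytic fragment, aa 76-261 | Buffer or medium: Tris acetate buffer pH 5.5 with MgCl2 and Tween-20 | Compound: One concentration, 20 µM, with 1.0% DMSO | Also added: Phospho 17-mer peptide substrate | Signal: Absorbance at 630 nm | Incubation: 45 min enzyme reaction at room temperature | Measure: % inhibition of SCP-1 phosphate liberation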
TbMetRS inhib = blocks T. brucei methionyl-tRNA synthetase activity | purified T. brucei MetRS, ATP depletion, Kinase-Glo luminescence | inhibition, % at 11.9 µM | 360,000 compounds, 0.4% hits | AID 624268;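 active = inhibition above a per-plate cutoff of the control wells' mean inhibition plus 3 SD, cut at about 5.5% in these data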;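 note: 0% = DMSO wells median and 100% = median of wells with control inhibitor compound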
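System: purified T. brucei MetRS enzyme / Detection: Kinase-Glo luciferase luminescence reporting remaining unconsumed ATP / Medium: HEPES buffer with MgCl2, KCl, DTT, spermine, BSA, pyrophosphatase / Replication: singlicate, one well per compound / Evaluation: percent inhibition relative to median high and low control wells / Schedule: 2 h aminoacylation at 25 °C after 15 min preincubation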
NadD inh = NadD (S. aureus) enzyme inhibition; purified NadD enzyme, colorimetric absorbance read-out; inhibition, % at 20 µM; 360,000 compounds, 0.78% hits; in the data active = inhibition above about 26%; note: some compounds past the cut are filed as inactive
CSN inh = inhibitors of human CSN-mediated cullin deneddylation. 360,000 compounds, 0.38% hits. Purified CSN, SCF-Nedd8-OG deneddylation, fluorescence polarization. Q92905. inhibition, % at 12.5 µM;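 active = pattern-corrected inhibition above about 35%, with an unprinted fluorescence ratio check between 0.5 and 1.5, limit read from the data, passing the limit was not always enough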;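 note: 0% = enzyme with substrate and 100% = substrate without enzyme; some results filed as inactive read as strong as hits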
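Assay system: HEK293T-derived human Csn5 enzyme; quantity: 0.24 nM enzyme; medium: Tris/NaCl/DTT buffer, pH 7.5; also added: substrate SCFSkp2-Nedd8OG, 10 nM; doses: 12.5 µM compound; schedule: 90 min reaction at room temperature; signal: FP; read-out: % inhibition of substrate cleavage by Csn5; benchmarks: substrate-only high control, full reaction low control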
LMPTP block = LMPTP (human) inhibition | P24666 | inhibition, % at 20 µM | AID 651560 | 360,000 compounds, 0.22% hits | recombinant LMPTP-A, OMFP fluorogenic substrate, fluorescence intensity;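 active = compounds that cut the enzyme signal by at least half of the control window in the single-dose screen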;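 note: plate controls were DMSO wells with enzyme plus substrate for no effect and substrate without enzyme for full effect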
Target sequence (P24666 whole entry, looked up): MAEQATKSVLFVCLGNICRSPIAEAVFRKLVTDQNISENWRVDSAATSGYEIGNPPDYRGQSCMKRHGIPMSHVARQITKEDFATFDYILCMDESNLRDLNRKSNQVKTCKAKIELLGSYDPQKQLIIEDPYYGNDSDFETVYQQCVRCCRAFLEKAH
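Assay system: LMPTP-A enzyme. Input: 0.625 nM LMPTP-A final. Probe or stimulus: 400 µM OMFP. Compound dosing: single 20 µM dose. Schedule: 50 min dark incubation at room temperature. Detection: fluorescence intensity of OMFP turnover product. Read-out: percent inhibition versus substrate-only and uninhibited controls. Benchmarks: no-enzyme low control, uninhibited high control.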
STEP inh = blocks human striatal-enriched tyrosine phosphatase | 360,000 compounds, 0.25% hits | inhibition, % at 20 µM | AID 588621 | P54829 | recombinant STEP, OMFP fluorogenic substrate, fluorescence;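 active = inhibition at 20 µM, scaled per plate between control wells, above about 37%, limit read from the data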;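 note: 0% = DMSO with enzyme and substrate and 100% = substrate only without enzyme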
Target sequence (P54829 whole entry, looked up): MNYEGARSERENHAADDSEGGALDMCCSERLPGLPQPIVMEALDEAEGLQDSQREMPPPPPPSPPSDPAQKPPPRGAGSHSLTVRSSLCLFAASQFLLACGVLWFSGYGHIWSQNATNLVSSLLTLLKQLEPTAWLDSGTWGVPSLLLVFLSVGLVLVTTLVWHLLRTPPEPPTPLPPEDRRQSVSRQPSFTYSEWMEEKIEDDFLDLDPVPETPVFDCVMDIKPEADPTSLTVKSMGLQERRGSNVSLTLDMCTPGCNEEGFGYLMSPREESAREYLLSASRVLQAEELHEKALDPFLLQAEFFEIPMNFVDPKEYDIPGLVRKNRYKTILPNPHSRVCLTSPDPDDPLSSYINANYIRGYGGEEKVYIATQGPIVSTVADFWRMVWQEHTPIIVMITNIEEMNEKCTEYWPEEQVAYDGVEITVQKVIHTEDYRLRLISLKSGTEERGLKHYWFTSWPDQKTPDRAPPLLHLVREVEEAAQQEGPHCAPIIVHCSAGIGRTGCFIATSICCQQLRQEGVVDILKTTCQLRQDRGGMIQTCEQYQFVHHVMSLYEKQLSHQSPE
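Assay system: isolated STEP enzyme / Timing: 20 min at room temperature, dark / Doses: 20 µM, 1% DMSO / Technique: fluorescence intensity, excitation 480 nm, emission 540 nm / Reagent: fluorogenic phosphatase substrate OMFP at 25 µM final / Measure: percent inhibition scaled to no-enzyme and uninhibited-enzyme controls, plate-pattern corrected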
MsrA inhibitor = inhibitors of bovine MsrA; purified bovine MsrA, absorbance read-out; inhibition, % at 15.5 µM; 360,000 compounds, 0.75% hits; AID 651718; in the data active = inhibition above about 4.5%;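 note: 0% = vehicle wells with enzyme and 100% = reference inhibitor wells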
DNMT1 block = inhibitors of human DNMT1; P26358; DNMT1 molecular beacon, Hinp1I cleavage, fluorescence; inhibition (reported as % activation of signal), % at 10 µM; 360,000 compounds, 0.83% hits; AID 588458; in the data active = inhibition above about 50%
An asterisk follows results filed as active; i = inactive; / = not tested or not shown.

SMILES	Rpn11 inh	SUMO1 PPI mod	Scp1 inh	TbMetRS inhib	NadD inh	CSN inh	LMPTP block	STEP inh	MsrA inhibitor	DNMT1 block
O=C(O)c1ccc2c(c1)C(=O)N(c1cccc(C(=O)/C=C/c3ccccc3)c1)C2=O	i	-9.5	-10.4	-0.2	5.8	44.7*	2.0	-1.2	2.1	6.7
CC(=O)Nc1ccc2c(c1)ncn2C	i	1.2	-5.5	-0.8	-2.4	3.5	-0.2	-1.5	-0.2	0.7
O=C(CSc1ccc(-c2cccnc2)nn1)Nc1ccccc1	i	-0.6	-9.6	-0.2	-5.9	1.0	-0.4	2.0	-0.9	1.2
CCOC(=O)N1CCC(N(CCN(C)C)C(=S)Nc2cc(C)cc(C)c2)CC1	i	-0.1	8.0	-0.6	-2.7	-15.1	-7.8	-0.3	2.1	0.4
O=S(=O)(c1ccccc1)N1N=C(c2ccccc2)CC1c1ccccc1 (stereo not drawn)	i	0.1	-8.4	-0.5	-0.5	4.9	1.6	4.4	0.0	0.4
CCc1ccc(-c2cc(C(=O)NN3CCOCC3)c3ccccc3n2)cc1	i	-9.1	-8.1	-1.4	3.1	3.4	-1.7	1.7	2.1	-3.4
COc1ccc(-c2cc(C)no2)cc1S(=O)(=O)N(C)c1cccc(C)c1	i	-7.0	-3.4	-0.8	-11.9	-1.9	1.4	0.7	0.4	-5.3
O=[N+]([O-])c1cccc(S(=O)(=O)Nc2ccc(S(=O)(=O)NCC3CCCO3)cc2)c1 (stereo not drawn)	i	-21.4	-2.2	0.5	-0.6	-0.3	0.8	-2.1	0.1	-1.7
CC1CCN(C(=S)NC(=O)c2ccccc2)CC1	i	-5.3	-2.2	-0.2	-4.3	2.5	-2.1	1.2	-0.1	-4.2
Cc1ccc2cccc(Oc3ccc([N+](=O)[O-])cc3[N+](=O)[O-])c2n1	i	-19.8	1.1	0.8	9.3	-1.8	0.2	2.3	-1.6	-3.0
COc1cccc(C2NC(=O)c3ccccc3O2)c1OCc1ccccc1F (stereo not drawn)	i	-0.1	-7.1	-0.2	-6.8	-5.0	0.1	2.2	1.1	1.1
O=C(Oc1ccnc2cc(Cl)ccc12)N1CCCCCC1	i	0.4	2.9	-0.5	-2.7	2.2	1.3	2.0	-0.3	4.6
c1ccc(-c2csc(-n3cccn3)n2)cc1	i	2.3	-2.6	-0.6	-1.7	6.5	-0.2	-0.9	0.6	1.2
Cc1cc(OCc2cc(C(=O)N3CCCCCC3)no2)cc(C)c1Cl	i	-1.6	-12.6	-0.1	-2.1	1.9	4.2	-1.3	0.6	5.3
CC(=O)Nc1ccc(S(=O)(=O)NCCC(=O)OCC(=O)NCc2ccccc2)cc1	i	7.5	-10.2	-0.4	-6.9	0.1	0.0	-3.0	-0.6	0.8
COc1ccc(NC(=O)CCCCC(=O)Nc2ccc(OC)cc2OC)c(OC)c1	i	2.6	-2.6	-0.6	-6.2	-0.3	0.5	-1.1	1.1	-14.6
O=C(Nc1ccc([N+](=O)[O-])cc1)C(=O)Nc1cccc(C(=O)O)c1	i	-17.6	20.5	-0.9	-1.4	2.1	1.3	2.9	2.2	-2.7
O=C(NC1CCNCC1)C1CCCCC1	i	-2.6	0.3	-0.4	-5.2	1.4	-0.8	1.7	0.4	-0.6
COCCCn1c(SCc2cc(=O)[nH]c3ccccc23)nnc1-c1ccco1	i	3.7	-1.8	0.3	5.7	0.6	0.8	-0.8	/	-1.1
Cc1ccc2nc(NC(=O)c3ccc4ncsc4c3)sc2c1	i	-4.4	-15.3	0.5	-6.0	-2.3	1.1	-1.8	1.4	-4.9
CSc1cccc(NC(=O)C(=O)NCc2ccccc2)c1	i	1.8	-9.8	-1.0	-1.1	3.4	-0.4	-2.1	-0.6	6.2
C=CCN(C(=O)c1csnn1)C(C(=O)NC1CCCC1)c1ccccc1F (stereo not drawn)	i	-4.1	-3.0	0.1	0.1	-0.6	-1.1	0.5	-1.2	-1.2
NC(=O)NC(CC(=O)Nc1cccnc1)c1cccc(Br)c1 (stereo not drawn)	i	3.8	-1.8	1.0	-0.5	-6.3	0.1	-2.1	-0.3	2.9
COc1ccc(-n2nc(C(=O)NCC(=O)N3CCC(C)CC3)c3ccccc3c2=O)cc1Cl	i	-23.3	-9.0	-0.5	0.4	-0.2	0.9	0.9	-0.2	-4.3
CCN1C(=O)[C@H]2[C@@H](c3ccc(SC4CCCCC4)cc3)N[C@@](CC(C)C)(C(=O)OC)[C@H]2C1=O	i	1.2	-4.4	-0.2	0.0	-5.0	2.4	-0.3	-0.3	-0.8
CCO[C@@H]1OC(C(=O)O)=C[C@H](c2coc3ccccc3c2=O)[C@H]1CCCO	i	-10.6	-0.2	-0.5	4.8	-1.9	-0.4	2.3	-0.2	6.9
Cc1c(C(=O)O)[nH]c2c1C(=O)CC(c1ccccc1)C2 (stereo not drawn)	i	-3.1	-10.4	-2.1	2.3	-4.0	0.4	-1.4	0.2	4.9
C=CCOn1c(=O)c(=O)n(OCc2ccccc2)c2ccccc21	i	-3.1	-2.2	-0.2	7.6	-1.2	-0.1	-2.3	2.1	2.8
CCN(Cc1cnn(C)c1)C(=O)c1ccc2nc(Cc3cccc(Cl)c3)oc2c1	i	-4.3	-9.6	0.3	-1.4	1.5	-1.5	-1.2	-0.1	-0.5
Cc1nc(N2CCN(c3ccccn3)CC2)c2c(C)c(C(=O)Nc3ccc(Br)cc3C)sc2n1	i	-44.8	10.3	0.6	30.1*	1.6	2.9	3.2	0.0	-5.0
O=c1cc(N2CCc3ccccc3C2)[nH]c(=O)n1-c1ccccc1Cl	i	4.4	-4.8	-0.3	-1.3	-3.6	-1.7	-1.8	-0.3	-2.1
CCN(CC)C(=O)Nc1c(C)n(C)n(-c2ccccc2)c1=O	i	4.7	0.8	-0.2	0.4	1.2	1.1	-0.6	-0.7	6.0
O=C(NCc1cccnc1)C1c2ccccc2C(=O)N1Cc1ccco1 (stereo not drawn)	i	1.3	0.6	-1.9	1.4	-3.5	-0.3	-3.3	/	-2.7
COc1ccc(C(=O)Nc2ccc(S(=O)(=O)Nc3nccnc3OC)cc2)cc1OC	i	8.1	-4.9	-0.5	0.7	5.8	0.6	-3.3	0.6	1.2
Cc1ccc(-n2ncc(C(=O)NCc3ccc4c(c3)OCO4)c2NC(=O)c2ccco2)cc1C	i	0.1	-10.7	0.1	-4.8	-1.0	0.4	0.2	-0.3	-2.0
Cc1occc1C(=O)NC1CCCN(Cc2ccc(CC(C)C)cc2)C1 (stereo not drawn)	i	11.4	-4.7	-0.8	-6.3	5.0	0.3	-0.6	-0.9	-1.7
O=C(O)c1cc(S(=O)(=O)Nc2cccc3ccccc23)c(Cl)cc1Cl	i	4.3	-7.2	-0.3	-0.3	-5.5	-0.1	-2.6	0.5	-10.0
CCN1CCN(S(=O)(=O)c2ccc3c4c(cccc24)C(=O)N3CC)CC1	i	-31.5	-2.5	-0.2	-2.7	-0.3	-0.2	-0.1	2.1	0.0
CCn1c(N2CCN(CC(=O)Nc3cccc(C)c3C)CC2)nc2ccccc21	i	2.9	-6.0	-0.6	-5.4	0.8	-0.2	-1.7	0.7	3.0
O=c1c(/C=N/O)coc2ccc3ccccc3c12	i	-3.6	-7.0	-0.1	0.0	-0.9	-0.6	1.2	0.7	7.5
CCc1ccc(NC(=O)CN(C(=O)N2CCN(CC)CC2)S(=O)(=O)c2ccc(C)cc2)cc1	i	2.6	-1.2	-0.4	-0.9	1.9	-2.2	-3.4	-0.8	0.6
Cc1cccc(S(=O)(=O)NC(=O)C2(C)CCN2C(=O)CCC2CCCC2)c1 (stereo not drawn)	i	-3.6	/	-0.2	-3.5	-0.6	-3.5	-2.4	-1.6	8.5
CNS(=O)(=O)c1ccc2c3c(cccc13)C(=O)N2C	i	-21.9	-3.7	0.2	-1.8	-4.3	1.3	4.4	0.8	-0.5
Cc1ccc(COC(=O)CCc2nc3ccccc3c(=O)[nH]2)cc1	i	1.2	-7.8	1.0	-3.7	-3.5	-0.6	-2.1	1.4	0.1
O=C(COC(=O)/C=C/c1cccc(C(F)(F)F)c1)Nc1cccc(S(=O)(=O)NC2=NCCC2)c1	i	-7.2	/	0.1	4.1	-3.3	0.6	-2.2	0.8	-0.4
COc1ccc(CCNC(=O)CN(CCc2ccccc2)S(C)(=O)=O)cc1	i	-0.4	-8.4	-0.3	1.8	-7.4	1.5	-1.3	1.8	-0.9
COCCCNC(=O)CSc1nc2c(sc(=S)n2-c2cc(Cl)ccc2OC)c(=O)[nH]1	i	6.0	-13.5	-0.7	1.7	-0.9	0.0	-2.3	5.8*	0.9
COCCN1C=C(C(=O)OC)C(c2ccc(OC)c(OC)c2)C(C(=O)OC)=C1	i	-9.1	-1.3	-0.1	0.7	5.7	-0.8	2.1	1.7	7.0

Next part, starting with the last two of the part before.
SMILES	Rpn11 inh	SUMO1 PPI mod	Scp1 inh	TbMetRS inhib	NadD inh	CSN inh	LMPTP block	STEP inh	MsrA inhibitor	DNMT1 block
COCCCNC(=O)CSc1nc2c(sc(=S)n2-c2cc(Cl)ccc2OC)c(=O)[nH]1	i	6.0	-13.5	-0.7	1.7	-0.9	0.0	-2.3	5.8*	0.9
COCCN1C=C(C(=O)OC)C(c2ccc(OC)c(OC)c2)C(C(=O)OC)=C1	i	-9.1	-1.3	-0.1	0.7	5.7	-0.8	2.1	1.7	7.0
O=C(Nc1ccc(NC(=O)C2CC2)cn1)c1ccccc1	i	1.2	-0.8	-0.1	-2.0	-2.2	0.5	-1.9	2.3	-0.3
CC1CCCCC1NC(=O)COC(=O)c1ccc2c(=O)n3c(nc2c1)CCC3 (stereo not drawn)	i	1.4	-7.3	-0.1	9.1	-2.2	0.1	-2.0	0.6	0.1
COc1cc(NC(=O)c2cc(S(=O)(=O)N3CCCCC3)ccc2N2CCOCC2)cc(OC)c1	i	-5.6	-9.0	-0.3	-6.3	-0.6	0.3	1.8	-1.6	-3.5
O=C(Nc1ccc(C(=O)N2CCN(c3ccccn3)CC2)cc1)c1ccc(Br)o1	i	6.4	1.7	-0.3	3.4	-2.3	1.3	-0.2	1.7	-5.4
